core106 dimerization – inhibitors of HCV core protein dimerization, confirmation, biochemical, TR-FRET, triplicate (AID 2152); TR-FRET GST-/Flag-core106 dimerization, HTRF; active compounds read high; inhibition, % at 5 µM; 2,300 tested, 1% active;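 active means mean inhibition over three replicate wells above the hit threshold derived in the earlier primary screen, cut at about 45% in these data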;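 further: 0% = DMSO wells and 100% = unlabelled core106 competitor control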
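Test system: GST- and Flag-tagged HCV core106 peptides, dimerization via antibody TR-FRET / Amount: 17 nM Flag- plus 13.5 nM GST-core106 / Probe or stimulus: Eu(K)-anti-GST plus XL665-anti-FLAG antibodies / Compound dosing: one 5 µM dose, 0.5% DMSO / Times: 4 h incubation, 22.5 °C / Technique: TR-FRET, 340 nm excitation, 671/617 nm emission / Evaluation: percent inhibition from emission ratio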
An asterisk follows results filed as active.

The first 4 compounds, ahead of the listing:
SMILES	core106 dimerization
CCN(CC)C(=O)CSC1=N/C(=C/c2ccco2)C(=O)N1c1ccc(OC)c(Cl)c1	-6
COc1ccc(N2CC(C(=O)Nc3nnc(SCCC4OCCO4)s3)CC2=O)cc1 (centres undefined)	-4
O=C(O)CSc1cc(C(=O)c2ccccc2O)cn2c(=O)c3c(-c4ccccc4)csc3nc12	20
CC(C)C(CC(=O)NCc1ccco1)c1ccco1 (centres undefined)	0

This part in full, from the start:
SMILES	core106 dimerization
CCN(CC)C(=O)CSC1=N/C(=C/c2ccco2)C(=O)N1c1ccc(OC)c(Cl)c1	-6
COc1ccc(N2CC(C(=O)Nc3nnc(SCCC4OCCO4)s3)CC2=O)cc1 (centres undefined)	-4
O=C(O)CSc1cc(C(=O)c2ccccc2O)cn2c(=O)c3c(-c4ccccc4)csc3nc12	20
CC(C)C(CC(=O)NCc1ccco1)c1ccco1 (centres undefined)	0
O=c1/c(=C\c2ccc(O)cc2)sc2n1C(c1ccccc1)C(c1ccccc1)=NN=2 (centres undefined)	-5
COc1cccc(OCc2cc(/C=N/Nc3ccc(C(=O)O)cc3)ccc2OC)c1	13
COc1ccccc1/C=C(\NC(=O)c1ccc(OC)c(OC)c1)C(=O)Nc1cccc([N+](=O)[O-])c1	7
Cn1cc(/C=N/n2cnc3scc(-c4ccc(Cl)cc4)c3c2=O)c2ccccc21	1
O=C(c1ccco1)N1CCN(C(=O)c2cc(-c3ccccn3)nc3ccc(Cl)cc23)CC1	7
COC(=O)c1cc(NC(=O)Cc2cccs2)cc(C(=O)OC)c1	11
Cc1ccc(-n2c(C)cc(/C=N/Nc3ccc([N+](=O)[O-])cn3)c2C)c(C)c1	-6
COc1cc(OC)c2c(O)c3c(c(-c4c5c(c(O)c6c(OC)cc(OC)cc46)CO[C@@H](C)[C@H]5O)c2c1)[C@H](O)[C@H](C)OC3	15
NS(=O)(=O)c1ccc(NC(=O)C2Cc3ccccc3CN2C(=O)c2ccco2)cc1 (centres undefined)	5
CCCN(CCC)C(=O)c1cc(-c2ccc3c(c2)OCO3)nc2ccccc12	-2
CCOC(=O)C(Cc1ccc(NC(=O)/C(=C/c2ccccc2)NC(=O)c2ccccc2)cc1)N1C(=O)c2ccccc2C1=O (centres undefined)	4
O=C(N/N=C/c1ccc([N+](=O)[O-])o1)c1cc(-c2cccc(Br)c2)nc2ccccc12	-4
O=c1[nH]c(/C=C/c2ccc(Cl)cc2Cl)c([N+](=O)[O-])c(=O)[nH]1	-1
C=CCn1c(COc2cc(C)ccc2C(C)C)nnc1SCC(=O)c1c(N)n(C)c(=O)n(C)c1=O	3
COc1ccc(OC)c(S(=O)(=O)Nc2cccc(-c3ccc(N4CCCCCC4)nn3)c2)c1	5
CNC(=O)c1ccsc1NC(=O)c1ccc(S(=O)(=O)N2CCc3ccccc32)cc1	-1
O=C(Nc1ccc2c(c1)OCO2)C1Cc2ccccc2CN1S(=O)(=O)c1cccs1 (centres undefined)	11
Cc1cc(C2=NNC(=NCCc3ccccc3)SC2)c(C)n1-c1c(C)n(C)n(-c2ccccc2)c1=O	9
O=C(NNC(=O)c1cccc(-n2cccc2)c1)c1ccc(F)cc1	9
N#Cc1c(NC(=O)/C=C/C(=O)O)sc2c1CCN(Cc1ccccc1)C2	0
Cc1sc(NC(=O)Cc2ccc3c(c2)OCO3)nc1-c1ccc2c(c1)CCN2C(=O)c1ccccc1F	2

The final 4 records of the section before lead into the next:
SMILES	core106 dimerization
Cc1cc(C2=NNC(=NCCc3ccccc3)SC2)c(C)n1-c1c(C)n(C)n(-c2ccccc2)c1=O	9
O=C(NNC(=O)c1cccc(-n2cccc2)c1)c1ccc(F)cc1	9
N#Cc1c(NC(=O)/C=C/C(=O)O)sc2c1CCN(Cc1ccccc1)C2	0
Cc1sc(NC(=O)Cc2ccc3c(c2)OCO3)nc1-c1ccc2c(c1)CCN2C(=O)c1ccccc1F	2
O=P(CCCCCCCCCP(=O)(c1ccccc1)c1ccccc1)(c1ccccc1)c1ccccc1	5
Cc1cc(/C=C2\C(=N)N3N=C(c4ccco4)SC3=NC2=O)c(C)n1Cc1ccccc1	5
Cc1ccc(C)c(Cn2nnc3c(=O)[nH]c(C4CCN(S(=O)(=O)c5ccc(S(=O)(=O)NC6CC6)cc5)CC4)nc32)c1	6
O=C(NCc1ccco1)c1nn2c(C(F)(F)F)cc(-c3cccs3)nc2c1Br	-1
COC(=O)CCC(=O)OC1(C)C(=O)C=C2C=C(C3CC3)N(c3ccc(CO)cc3)C=C2C1=O (centres undefined)	2
COC(=O)CSc1nc2sccc2c(=O)n1-c1ccccc1	-4
O=C(Nn1c(SCc2ccc([N+](=O)[O-])cc2)nc2ccccc2c1=O)c1ccc(F)cc1	-4
C/C(=N\Nc1nc(-c2cc(C)ccc2C)cs1)c1cc2ccccc2oc1=O	-2
O=Cc1ccc(N2Cc3ccccc3C2)cc1	-2
CCCN(CCC)C(=O)CC(c1ccc(F)cc1)c1ccco1 (centres undefined)	-3
Cc1ccc(NC(=O)CCCN2C(=O)/C(=C/C=C/c3ccccc3)SC2=S)cc1	-6
CCN(CC(=O)Nc1ccc(OC)cc1)C(=O)Cc1cccs1	6
COc1ccc(-c2cc(C(=O)Nc3sc4c(c3C#N)CCCC4)c3ccccc3n2)cc1OC	-1
O=c1ccc2c(-c3ccccc3)c3ccc(O)cc3oc-2c1	-14
O=C(COC(=O)c1cccc(S(=O)(=O)N2CCc3ccccc3C2)c1)NCc1ccco1	3
C/C(=N/NC(=O)c1cccs1)c1ccc(NC(=O)COc2ccc(Cl)cc2Cl)cc1	-7
CN(Cc1ccccc1)C(=O)C1CCN(S(=O)(=O)c2ccc3nc4c(c(C(=O)O)c3c2)CCCC4)CC1	3
CCCCn1c(O)c(/C=C/C=C/C=Nc2ccccc2)sc1=S	-33
Cc1ccc(NC(=O)CC(=O)c2ccc([N+](=O)[O-])cc2)cc1S(=O)(=O)Nc1cccc(Cl)c1	-6
C=COC(=O)CSc1snc(SCC(=O)OC)c1C#N	-3
O=c1[nH]c(CN2CCc3ccccc32)nc2scc(-c3cccs3)c12	23
Cc1nn(-c2ccccc2)c(C)c1/C=N/NC(=O)CSc1nc2ccccc2c(=O)n1-c1ccc(Br)cc1	2
Cc1ccc(C(=O)Nc2nnc(CC(=O)N/N=C/c3ccncc3)s2)cc1	-6
O=C(COC(=O)CCOc1ccccc1)NCc1ccco1	-6
COc1cccc2sc3ccc(C#CC4(O)CCCCC4)cc3c(=O)c12	7

Further compounds:
SMILES	core106 dimerization
Cc1cc(/C=C2/C(=N)N3C(c4ccccc4)=CSC3=NC2=O)c(C)n1-c1ccccc1	10
Cc1ccc(NC(=O)c2c3c(nc4ccccc24)CCC3)cc1S(=O)(=O)N(C)C	16
CCN(CC)C(=O)C1CCCN(c2ccc([N+](=O)[O-])cc2/C=N/NC(=O)c2cccc(Br)c2)C1 (centres undefined)	-4
O=C(O)C1Nc2c(O)cccc2C2C=CCC12 (centres undefined)	54*
O=c1cc(N2CCN(c3ccccc3)CC2)[nH]c(=O)n1Cc1ccc(F)cc1	-2
COc1ccccc1Nc1cc2cc(Br)ccc2c(=O)[nH]1	6
C/C(=N\Nc1ccc([N+](=O)[O-])cc1[N+](=O)[O-])c1ccc(-n2nncc2C(C)(C)C)cc1	9
O=C(NN1C(=O)/C(=C/C=C/c2ccco2)SC1=S)c1ccccc1O	1
COc1cc(-c2cc(C(=O)OCC(=O)Nc3ccc4c(c3)OCO4)c3ccccc3n2)cc(OC)c1OC	4
c1csc(Cc2nn3c(-c4n[nH]c5c4CCC5)nnc3s2)c1	18
COC(=O)c1ccc(COc2ccc(/C=C/C(=O)c3ccc(OC)c(CSCC(=O)O)c3)cc2OC)cc1	4
COc1ccccc1NC(=S)NC1CCC(CC2CCC(NC(=S)Nc3ccccc3OC)CC2)CC1 (centres undefined)	-8
COc1ccc(N2Cc3ccccc3C2)cc1Cl	13
O=C(N/C=C/c1ccco1)OCc1ccccc1	-9
CC1CCCCN1CC(=O)Nc1sc2c(c1C#N)CCC2 (centres undefined)	1
Cc1cc(C(=O)N/N=C/c2ccc3c(c2)OCO3)c(C)n1-c1ccc(F)cc1	-3
COc1cc2c(C#N)c(N3CCc4ccccc4C3)nc(N)c2c(N)n1	-3
COc1ccc(NC(=O)CSC2=C(C#N)C(c3ccco3)C(C(=O)Nc3nc4ccccc4s3)=C(C)N2)cc1 (centres undefined)	-1
CCc1cc(C(=O)Nc2ccc(S(=O)(=O)NC3=NCCCCC3)cc2)sc1C	18
COc1ccccc1N1CCN(CC(=O)c2ccc3ccn(C(C)=O)c3c2)CC1	3
Cc1cc(C(=O)COC(=O)CC2Sc3ccccc3NC2=O)c(C)n1-c1ccc(Br)cc1 (centres undefined)	-2
CCOC(=O)C1=C(O)/C(=C/c2ccc(CNC(=O)C(=O)Nc3ccc(C)cc3)o2)N=C1C	-15
Cc1cccc2c(C(=O)N3CCN(C(=O)c4ccco4)CC3)cc(-c3cccc(Br)c3)nc12	12
COc1ccc(N=C2S/C(=C\c3ccc(N4CCOCC4)o3)C(=O)N2CCc2c[nH]c3ccccc23)cc1	-7
CC(=O)Nc1ccc(N=Cc2nc(-c3ccc(C)cc3)oc2O)cc1	2

An excerpt from above in order of their number in core106 dimerization, lowest first:
Molecule,core106 dimerization
O=C(NN1C(=O)/C(=C/C=C/c2ccco2)SC1=S)c1ccccc1O,1
COc1cc(-c2cc(C(=O)OCC(=O)Nc3ccc4c(c3)OCO4)c3ccccc3n2)cc(OC)c1OC,4
Cc1cc(/C=C2/C(=N)N3C(c4ccccc4)=CSC3=NC2=O)c(C)n1-c1ccccc1,10

Next part.
SMILES	core106 dimerization
Oc1c(C(c2ccco2)N2CCN(C(c3ccccc3)c3ccccc3)CC2)sc2ncnn12 (centres undefined)	-1
Cc1nn2c(c1-c1ccccc1)N=C(c1ccco1)CC2c1ccccc1 (centres undefined)	1
Cc1ccc(NCc2nnc(SCC(=O)c3ccccc3)n2Cc2ccco2)c(C)c1	3
CC(=O)Oc1ccc(C(=O)[C@H]2[C@H]3C(=O)N(c4ccc(C)cc4)C(=O)[C@H]3[C@@H]3C=CC=NN32)cc1	1
Nc1nc2ncc(C(=O)c3cc(Cl)cc(Cl)c3O)cc2s1	6
Cc1cc(SCC(=O)c2cccc([N+](=O)[O-])c2)nc(=O)[nH]1	9
Cc1ccc(/C=C2/SC(=S)N(C3CCCCC3)C2=O)o1	-11
O=C(c1cccc(-n2cccc2)c1)N1CCN(S(=O)(=O)c2c(F)cccc2F)CC1	6
COC(=O)C1=C(C(=O)OC)[C@@H]2N(Cc3ccccc3)c3ccccc3[C@@]23C[C@@H](C(=O)OC)N(C(=O)c2ccc(Br)cc2)C3=N1	-6
O=C(Cc1cccs1)Nc1nc(-c2cccnc2)cs1	15
Cc1ccc(NC(=O)c2ccc(N3C(=O)C4CC=C(Cl)CC4C3=O)cc2)cc1 (centres undefined)	-3
CSC1=N/C(=C\c2ccc(Br)o2)C(=O)S1	-11
N=c1c(C(=O)NCc2ccco2)cc2c(=O)n3ccccc3nc2n1CCc1ccccc1	11
COc1ccc(CCNC(=O)c2ccc3c(c2)NC(=O)C(CSCc2cc(C)ccc2C)N3)cc1OC (centres undefined)	3
O=C(NCc1ccc2[nH]c3c(c2c1)CCCC3)c1ccc(S(=O)(=O)N2CCCCC2)cc1	2
O=C(Nc1nnc(SCc2ccccn2)s1)C1CC(=O)N(c2ccc(F)cc2)C1 (centres undefined)	9
Cc1ccc(NC(=O)c2ccc(Cl)c(N3C(=O)C=CC3=O)c2)cc1	-6
S=c1nc[nH]c2c1[nH]c1ccc(Cl)cc12	15
Cc1nc2nc(C)n(-c3ccccc3)c2s1	-6
CC1(C)Cc2c(C#N)c(N3CCN(C(=O)c4ccccc4Cl)CC3)nc(-c3ccco3)c2CS1	16
COCCN(C(=O)COC(=O)c1cc2c(s1)CCC2)c1c(N)n(Cc2ccccc2)c(=O)[nH]c1=O	45
O=C(O)CCC(=O)N1CCc2cc(S(=O)(=O)N3CC=C(c4ccccc4)CC3)ccc21	7
O=C(NC1CCC(O)CC1)c1cc(-c2ccco2)nc2ccccc12 (centres undefined)	5
COc1ccc(CCNC(=O)c2ccc3nc(-c4ccco4)c(-c4ccco4)nc3c2)cc1OC	2
COc1c(F)c(F)c(C(=O)Nc2ccccc2N2CCN(C(C)=O)CC2)c(F)c1F	-1

(further entries)
SMILES	core106 dimerization
COc1ccc(NC(=O)CN(C)C(=O)c2cc(-c3ccco3)nc3ccccc23)cc1	22
COc1ccc(Br)cc1/C=c1\sc2nc(-c3ccco3)nn2c1=O	30
O=c1c2cn[nH]c2nc(SCc2cc(=O)n3cc(Br)ccc3n2)n1-c1ccc(Br)cc1	9
CCN(CC)S(=O)(=O)c1ccc(Nc2nc3ccccc3n3nnnc23)cc1	1
Cc1ccc(/C=C(\C#N)C(=O)Nc2cccc3ncccc23)o1	-4
CCS(=O)(=O)N1Cc2ccccc2CC1C(=O)Nc1ccc(NC(C)=O)cc1 (centres undefined)	1
COc1ccccc1Nc1nn2c(=O)c3ccc(C(=O)NCc4cccnc4)cc3nc2s1	-9
O=c1oc2ccccc2nc1/C=C(O)/C=C\c1ccccc1	-17
O=C(CSCc1ccccc1)Nc1cc([N+](=O)[O-])ccc1F	-3
COc1cccc(/C=N/Nc2ncnc3c2[nH]c2ccc(C)cc23)c1OC	26
CCOc1ccccc1/C=c1\sc2nc(-c3ccco3)nn2c1=O	13
Cc1ccc([N+](=O)[O-])cc1NC(=O)c1ccc(-c2ccccc2)cc1	-6
C=CCN1C=C2C(=O)C(C)(OC(=O)c3ccc(OC)cc3)C(=O)C(c3ccco3)=C2C=C1CCCC (centres undefined)	0
CSC[C@@H]1NC(=S)N(c2ccc(C)cc2)C1=O	-9
O=C(Cc1cccc2ccccc12)Nc1nnc(-c2cccc([N+](=O)[O-])c2)s1	-3
Cc1cc(/C=N/NC(=O)Cn2c3ccccc3c(=O)c3ccccc32)c(C)n1-c1ccccc1	18

An excerpt; rates above refer to the full screens.
